BoNT F protease – BoNT F light chain protease inhibition | Multiplex microsphere protease cleavage assay, flow cytometry | inhibition, % at 10 µM | actives 0.22% (n = 360,000); in the data active means inhibition above about 35%, passing the limit was not always enough; inconclusive means no clear call, values can overlap the other calls; further: plate controls were buffer without enzyme for full effect and enzyme alone for no effect
MazEF act – increases E. coli MazEF RNase cleavage of RNA | activation, % at 20 µM | P0AE70 | actives 0.32% (n = 350,000) | FAM/BHQ RNA-DNA oligo cleavage fluorescence, 5 h; in the data active means activation above about 50%
Target sequence (P0AE70 whole entry, looked up): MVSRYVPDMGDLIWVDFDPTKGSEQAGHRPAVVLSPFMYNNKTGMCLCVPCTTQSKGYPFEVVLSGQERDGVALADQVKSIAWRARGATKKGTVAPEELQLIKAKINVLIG
FBA Mtb inh – Mtb fructose-bisphosphate aldolase inhibition. P9WQA3. purified M. tuberculosis FBA, fluorescence read-out. inhibition, % at 1 µM. actives 2.3% (n = 360,000). AID 588726; in the data active means inhibition above about 27%;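 further: 0% = vehicle and 100% = reference inhibitor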
Mtb UGM inh – Mtb UDP-galactopyranose mutase inhibition. purified UGM, fluorescence polarization probe displacement. P9WIQ1. actives 0.06% (n = 320,000). inhibition, % at 10 µM. AID 504406; in the data active means inhibition above about 10%, passing the limit was not always enough; inconclusive means no clear call, values can overlap the other calls
Target sequence (P9WIQ1 whole entry, looked up): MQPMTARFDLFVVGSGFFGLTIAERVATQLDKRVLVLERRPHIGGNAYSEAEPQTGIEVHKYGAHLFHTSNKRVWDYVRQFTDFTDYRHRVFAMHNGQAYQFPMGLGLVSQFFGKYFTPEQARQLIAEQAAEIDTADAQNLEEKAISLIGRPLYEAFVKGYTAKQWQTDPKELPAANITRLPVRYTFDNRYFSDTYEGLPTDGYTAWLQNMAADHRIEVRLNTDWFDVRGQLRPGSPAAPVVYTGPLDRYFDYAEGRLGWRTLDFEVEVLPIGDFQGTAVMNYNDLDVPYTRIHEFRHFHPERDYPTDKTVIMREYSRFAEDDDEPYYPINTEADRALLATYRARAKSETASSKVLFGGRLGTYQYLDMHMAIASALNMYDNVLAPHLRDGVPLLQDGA
FadD28 binding – blocks FadD28 binding to the bisubstrate probe; fluorescence polarization; AID 588549; actives 0.22% (n = 360,000); inhibition, % at 12.5 µM; in the data active means inhibition above about 8.5%, passing the limit was not always enough; inconclusive means no clear call, values can overlap the other calls
Mtb BioA inh – inhibitors of Mycobacterium tuberculosis BioA enzyme | AID 602481 | purified M. tuberculosis BioA enzyme, plate reader | actives 0.096% (n = 360,000) | inhibition, % at 9.99 µM; in the data active means inhibition above about 40%; inconclusive means no clear call, values can overlap the other calls
PrPC surface inh – cell surface PrPC inhibition, primary TR-FRET screen. AID 720596. TR-FRET read-out. actives 0.43% (n = 370,000). inhibition, % at 13.8 µM; in the data active means inhibition above about 24%; further: 0% = median of the test wells and 100% = reference compound wells
Rv3671c protease – Rv3671c (M. tuberculosis) protease inhibition; actives 0.048% (n = 320,000); AID 2606; inhibition, % at 5.96 µM; in the data active means inhibition above about 38%;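 further: extracellular domain of Rv3671c used as enzyme; 0% = enzyme with DMSO and 100% = no enzyme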
Target sequence (P9WHR9 whole entry, looked up, the tested form may be a part): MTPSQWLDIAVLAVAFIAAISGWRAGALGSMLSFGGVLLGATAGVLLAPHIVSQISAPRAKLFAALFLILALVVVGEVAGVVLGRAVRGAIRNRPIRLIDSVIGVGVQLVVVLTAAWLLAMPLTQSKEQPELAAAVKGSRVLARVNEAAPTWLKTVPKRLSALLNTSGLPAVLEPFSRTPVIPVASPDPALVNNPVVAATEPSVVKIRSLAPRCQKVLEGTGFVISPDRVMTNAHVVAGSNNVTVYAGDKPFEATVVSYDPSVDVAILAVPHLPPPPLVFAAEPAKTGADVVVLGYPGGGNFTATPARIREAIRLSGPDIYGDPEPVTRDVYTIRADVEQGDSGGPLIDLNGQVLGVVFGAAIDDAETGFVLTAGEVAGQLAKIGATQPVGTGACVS
GDH-TPI counter – GDH-TPI coupled enzyme inhibition counter-screen | GDH-TPI coupled enzyme counterscreen, NADH absorbance | actives 1.2% (n = 360,000) | inhibition, % at 4.8 µM; in the data active means inhibition above about 30%;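 further: 0% = DMSO wells and 100% = wells lacking the enzyme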
* hit, by the source's call; ? = inconclusive; / = not tested or not shown.

A first look (7 entries):
SMILES	BoNT F protease	MazEF act	FBA Mtb inh	Mtb UGM inh	FadD28 binding	Mtb BioA inh	PrPC surface inh	Rv3671c protease	GDH-TPI counter
CSc1ncccc1C(=O)OCC(=O)N1CC(=O)Nc2ccccc21	5	-17	-3	-1.6	/	-1.2	2	-3	4
Cc1cccc(NC(=O)c2ccc(COc3ccc4ccccc4c3)o2)n1	-1	-5	0	1.0	-1.0	/	7	-21	9
CCOc1ccc(NC(=O)CN(c2cccc(C(F)(F)F)c2)S(C)(=O)=O)cc1	9	7	-1	3.9	-1.6	2.5	0	5	2
CC(C)CCNC(=O)[C@@H](Cc1ccccc1)NC(=O)CC[C@H]1O[C@@H](n2ccc(=O)[nH]c2=O)[C@H](O)[C@@H]1O	7	/	1	/	-1.1	-0.9	-3	/	/
O=C(CSc1ccccc1)N1CCCC(N2CCN(c3ccc(F)cc3)CC2)C1 (stereo unspecified)	-7	1	-3	-0.5	2.3	2.1	-6	-1	-3
COC(=O)c1sc2ncccc2c1OCc1ccc(Cl)cc1	-6	3	-1	1.0	0.1	0.6	-7	11	9
COc1ccc(S(=O)(=O)N(CCC(N)=O)Cc2ccco2)cc1OC	?	11	3	-5.6	-1.0	/	9	13	-2

The whole of this part (from the top)
SMILES	BoNT F protease	MazEF act	FBA Mtb inh	Mtb UGM inh	FadD28 binding	Mtb BioA inh	PrPC surface inh	Rv3671c protease	GDH-TPI counter
CSc1ncccc1C(=O)OCC(=O)N1CC(=O)Nc2ccccc21	5	-17	-3	-1.6	/	-1.2	2	-3	4
Cc1cccc(NC(=O)c2ccc(COc3ccc4ccccc4c3)o2)n1	-1	-5	0	1.0	-1.0	/	7	-21	9
CCOc1ccc(NC(=O)CN(c2cccc(C(F)(F)F)c2)S(C)(=O)=O)cc1	9	7	-1	3.9	-1.6	2.5	0	5	2
CC(C)CCNC(=O)[C@@H](Cc1ccccc1)NC(=O)CC[C@H]1O[C@@H](n2ccc(=O)[nH]c2=O)[C@H](O)[C@@H]1O	7	/	1	/	-1.1	-0.9	-3	/	/
O=C(CSc1ccccc1)N1CCCC(N2CCN(c3ccc(F)cc3)CC2)C1 (stereo unspecified)	-7	1	-3	-0.5	2.3	2.1	-6	-1	-3
COC(=O)c1sc2ncccc2c1OCc1ccc(Cl)cc1	-6	3	-1	1.0	0.1	0.6	-7	11	9
COc1ccc(S(=O)(=O)N(CCC(N)=O)Cc2ccco2)cc1OC	?	11	3	-5.6	-1.0	/	9	13	-2
Cc1cc(CNC(=O)Cn2cc([N+](=O)[O-])cn2)c2ccccc2n1	-5	6	4	0.2	-1.5	-0.4	-9	5	4
O=C(NC1CC1)C1CCN(C2CCN(C(=O)CSc3ccccc3)CC2)CC1	2	-1	1	-0.1	1.1	-1.1	-1	-8	8
Cc1ccc(C)c(-n2c(CNC(=O)c3ccco3)nnc2SCC(=O)Nc2nccs2)c1	-2	-4	-3	0.0	0.0	-2.0	-2	-1	4
O=C(NNC(=S)Nc1ccc(Br)cc1)c1ccccc1Br	4	-1	1	3.2	7.5	-0.2	1	/	-7
Nn1c(COc2ccccc2F)nnc1SCC(=O)NCC1CCCO1 (stereo unspecified)	-3	-6	0	/	-1.7	-0.1	-2	/	-3
O=C(NCc1ccc(F)cc1)c1noc2c1CCCC2	1	-11	0	-1.2	-2.8	/	/	-11	-9
N#CCNC(=O)c1nn2c(C(F)(F)F)cc(-c3ccccc3)nc2c1Br	2	7	-3	-1.5	-4.2	0.1	-1	5	-2
COc1ccc(-c2nn(Cc3ccccc3)cc2C(=O)NC2CC2)cc1OC	-3	1	21	-5.5	-2.2	1.6	-3	2	3
CCOC(=O)c1c(C)[nH]c(C2=NNC(=NC(C)COC)SC2)c1C (stereo unspecified)	-6	5	5	1.4	-0.9	/	13	13	20
O=C(NC(Nc1nc2ccccc2s1)(C(F)(F)F)C(F)(F)F)c1ccccc1	2	-13	-2	2.8	-1.3	-1.7	0	0	6
N#C/C(=C\C1=C(N2CCOCC2)C(=C\c2ccccc2)/CC1)C(=O)Nc1ccccc1F	-5	-65	3	/	4.4	/	6	/	8
CCOc1cc2c(cc1OCC)-n1cccc1C(c1ccccc1O)NC2 (stereo unspecified)	-54	1	4	2.3	-0.5	2.8	1	-4	-6
COc1ccccc1/C=C/C(=O)N1CCC(c2ccccc2)C1 (stereo unspecified)	-9	2	2	1.5	0.4	/	6	1	12
CNc1nc(Oc2ccc(=O)n(C)n2)nc(N2CCOCC2)n1	-13	-2	1	-0.1	-2.0	-0.8	1	-4	10
CCn1c(=Nc2ccc(N3CCOCC3)cc2)ccc2ccccc21	-15	3	1	-0.5	-3.5	-2.5	-7	4	10
O=C(CN1C(=O)NC2(CCCc3ccccc32)C1=O)NCc1ccc(Cl)cc1Cl (stereo unspecified)	5	1	2	0.6	-5.9	-0.5	12	0	-2
COc1ccc(CN2CCN(Cc3c[nH]c4ccccc34)CC2CCO)c(F)c1 (stereo unspecified)	?	4	0	1.9	-0.6	-0.8	-6	14	7
O=C(/C=C/c1cccs1)NC(=S)NNC(=O)Cc1cccs1	-11	-1	7	2.9	-1.1	-1.3	0	10	20
CCc1ccc(Sc2cc(C(=O)NCCN3CCOCC3)c3ccccc3n2)cc1	0	0	0	0.3	-1.4	-0.8	-5	5	14
COc1ccccc1N(C)S(=O)(=O)c1ccc(C(=O)OCC(=O)Nc2ccccc2F)cc1	4	-4	0	0.2	3.0	-1.6	-4	6	10
Fc1ccccc1N=C1Nc2cccc3cccc1c23	-7	-3	-2	-0.1	-0.7	/	8	-4	4
CN(CCOc1ccccc1)CC(=O)Nc1cccc(Br)c1	3	5	6	-1.1	-7.1	/	-11	7	-11
Cc1cc2oc(C(=O)Nc3nonc3C)c(C)c2cc1C	0	2	4	1.1	0.1	0.8	-7	-18	1
COc1ccc(CN2CCNC(=O)C2CC(=O)N(C)CCCN2CCOCC2)cc1C (stereo unspecified)	5	5	-6	2.1	-2.5	-0.9	-1	7	0
COc1ccccc1NC(=S)N1CCN(C(c2ccccc2)c2ccccc2)CC1	-1	-32	0	0.8	-1.9	-2.8	10	-4	5
CCOC(=O)C(C)Oc1cccc2c(=O)n(CC(=O)N3CCCc4ccccc43)ccc12 (stereo unspecified)	-9	2	5	-2.2	0.4	-0.7	1	1	8
Cc1ccc(-n2ncc3c(NCc4cccnc4)ncnc32)c(C)c1	-2	3	6	-1.3	-1.6	/	17	11	1
Cn1c(SCC(=O)N2CCCCC2)nc2c([nH]c3ccccc32)c1=O	-8	-21	-2	-0.9	-3.2	1.2	-3	0	8
CCOC(=O)C1=C(C)Nc2ccccc2N/C1=N\S(=O)(=O)c1cc(C(=O)O)ccc1Cl	-4	-3	-1	3.6	-4.3	-2.1	-8	-12	6
CCN(CC)S(=O)(=O)c1cccc(C(=O)Nc2ccccc2)c1	-2	2	5	2.1	-3.1	2.7	11	6	-2
Cc1[nH]n(-c2ccccc2)c(=O)c1N=Nc1cccc(C(=O)O)c1	20	3	0	1.1	0.5	0.0	-10	-3	7
CSc1ccc(/C=C2\C(=N)N3N=C(CC(=O)N4CCCCC4)SC3=NC2=O)cc1	/	-6	2	-3.2	-0.9	-0.9	7	-12	1
COc1ccc([N+](=O)[O-])cc1N(CC1CO1)S(=O)(=O)c1ccc(C)cc1 (stereo unspecified)	2	10	-2	0.2	-1.4	/	-2	8	19

Random excerpt: 2 entries already listed.
SMILES	BoNT F protease	MazEF act	FBA Mtb inh	Mtb UGM inh	FadD28 binding	Mtb BioA inh	PrPC surface inh	Rv3671c protease	GDH-TPI counter
Cc1ccc(-n2ncc3c(NCc4cccnc4)ncnc32)c(C)c1	-2	3	6	-1.3	-1.6	/	17	11	1
CCc1ccc(Sc2cc(C(=O)NCCN3CCOCC3)c3ccccc3n2)cc1	0	0	0	0.3	-1.4	-0.8	-5	5	14

Further structures:
SMILES	BoNT F protease	MazEF act	FBA Mtb inh	Mtb UGM inh	FadD28 binding	Mtb BioA inh	PrPC surface inh	Rv3671c protease	GDH-TPI counter
CCNS(=O)(=O)c1ccc(CCC(=O)N2CCc3ccccc3C2)cc1	-15	9	2	-0.6	-1.1	1.7	9	-3	3
Cc1cc2cccc(C)c2nc1SCC(=O)NNC(=O)c1ccco1	-2	12	4	-2.5	-1.3	-0.2	55*	4	2
CCCC(=O)c1c(C)c2ccccc2n1C	2	-2	-2	3.0	0.9	-0.4	1	-4	20
CC(C)Oc1cc(NC(=O)CSCC(=O)Nc2cccc(C(F)(F)F)c2)c(Cl)cc1Cl	3	-5	0	-0.1	-9.5	-1.5	10	-20	-6
CCCOc1ccc(C2c3c(oc4cc(C)c(C)cc4c3=O)C(=O)N2CCCN2CCOCC2)cc1 (stereo unspecified)	1	14	1	-0.3	-1.4	-1.6	-3	3	12
NC(=NCCc1c[nH]c2ccccc12)NS(=O)(=O)c1ccc2ccccc2c1	-2	4	0	-1.1	-1.7	/	0	-12	-1
Cc1cccc(N2CCN(CC(=O)NCc3ccccc3)CC2)c1C	7	-35	0	7.6	-1.2	0.4	2	-1	3
CCCn1c(C)cc(C(=O)CSc2nc3nc(C)cc(C)n3n2)c1C	0	4	1	2.0	-1.5	-2.0	5	2	12
CC(C)Cn1c(N)c(S(=O)(=O)c2cccs2)c2nc3ccccc3nc21	5	1	142*	/	-0.3	-0.3	5	/	23
CC1(C(=O)Nc2cccc(S(=O)(=O)N3CCOCC3)c2)Cc2ccccc2C(=O)O1 (stereo unspecified)	0	-12	6	0.6	0.2	/	-4	-2	3
O=C(Nc1cccc([N+](=O)[O-])c1)Nc1ccc2c(c1)CCC2	0	84*	0	0.0	5.8	-0.9	-3	-21	-6
CCn1cnc2c1c(=O)n(CC(=O)OC)c(=O)n2Cc1ccccc1	-21	9	0	1.9	/	-0.8	-1	-11	-3
CC(CN(C)Cc1ccccc1)OC(=O)c1cccs1 (stereo unspecified)	-12	1	4	2.5	-5.2	2.3	3	-3	5
CCN1CCN(CCCCOc2ccccc2F)CC1	-1	4	3	0.4	-2.1	-0.5	-4	-1	5
Cc1cccc(NS(=O)(=O)c2cc(C(=O)N3CCN(C)CC3)ccc2C)c1	5	-4	3	3.7	-4.5	1.8	-5	2	-8
COc1ccccc1C1C(C(C)=O)=C(C)N=c2s/c(=C\c3cc(OC)c(OC)c(OC)c3)c(=O)n21 (stereo unspecified)	6	-17	-15	4.1	-3.0	/	3	-4	-9
COc1ccccc1-c1cc(N)n[nH]1	12	4	2	-1.6	0.3	-0.7	-6	1	4
CSCCC(NC(=O)c1ccccc1)C(=O)N/N=C(\C)Cc1ccccc1 (stereo unspecified)	1	-2	3	1.8	-1.5	-1.0	-3	/	0
O=CN(Cc1ccco1)C1(C(=O)NC2CCCCC2)CCCCC1	0	1	-1	2.4	-1.4	-0.2	-1	-3	7
Cc1cccnc1NC(N)=S	0	1	3	1.2	-1.5	/	9	-1	-7
COc1ccc(C(=O)[C@H]2[C@H]3C(=O)N(c4ccccc4)C(=O)[C@H]3C3C=CC=NN32)cc1 (stereo partly specified)	/	-58	0	-2.5	-2.6	-1.6	-6	-14	2
CCc1cc(C(=O)NNC(=S)Nc2cccc(C)c2)cs1	-7	1	2	-0.1	-1.5	/	2	-8	1
CCCCN(C)c1c(C)nc2ccc(C(=O)N(C)CCN(C)C)cn12	7	/	0	/	-1.9	-0.8	-7	/	10
CC1CC(C)CN(C(=O)CN2C(=O)NC(c3ccccc3)(c3ccccc3)C2=O)C1 (stereo unspecified)	/	7	-2	2.3	-2.1	1.9	-3	-7	4
COc1ccc(-n2c(CCc3ccccc3)nnc2SCC(=O)c2ccccc2)cc1	10	2	2	0.9	-2.1	/	-8	1	6
O=C(CSc1nnc(Cc2ccccc2)o1)NCc1ccco1	1	1	0	-1.9	-3.1	0.0	0	-4	2
Cc1nc2ccccc2c(=O)n1CCCO	5	4	-1	-3.1	-3.5	-2.8	-1	-1	-6
C=CCn1c(SCc2ccccc2F)nc2cc(C(=O)O)ccc2c1=O	2	5	2	0.5	-12	10.0	9	-2	1
Clc1cccc(NCc2ccccc2)n1	-6	-6	5	-0.8	-2.0	/	6	7	2
COc1ccccc1CNC(=O)c1ccc(NS(C)(=O)=O)cc1	-18	2	5	0.2	3.0	0.1	-2	2	-2
NC(N)=NC(N)=Nc1cccc(Cl)c1	-3	8	0	-0.7	-3.2	-0.3	0	-6	-9
COc1ccc(S(=O)(=O)NC(=O)C2(C)CCN2C(=O)Cc2ccc(C(C)(C)C)cc2)cc1 (stereo unspecified)	4	/	0	/	-2.4	-0.3	2	/	-5
Cc1cc(/C=C2\C(=O)NC(=O)N(Cc3ccccc3)C2=O)c(C)n1-c1ccc(Cl)c(C(=O)O)c1	3	-19	-3	6.2	16*	/	0	-7	7

Screening data as filed in PubChem BioAssay.
